CHOP inh: CHOP inhibition in unfolded protein response | CHO-K1 CHOP-promoter luciferase, tunicamycin-induced, 15-18 h | inhibition, % at 10 µM | 220,000 tested, 3.8% active | AID 2732;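 active = compounds that reduced the stress-induced luciferase reporter signal by more than about 70% of percent inhibition, limit read from the data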;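 also: 0% = tunicamycin plus vehicle and 100% = wells without tunicamycin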
NPY Y1 blocker: antagonists of human neuropeptide Y receptor Y1; P25929; HEK293-CNG Y1 cells, membrane potential fluorescence; NPY at EC95, then isoproterenol; inhibition, % at 3.6 µM; 200,000 tested, 1% active; AID 1040;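 active = inhibition above the campaign mean inhibition of all tested compounds plus 3 SD, cut at about 20% in these data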;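 also: 0% = DMSO wells given NPY plus isoproterenol and 100% = isoproterenol alone without NPY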
Target sequence (P25929 whole entry, looked up): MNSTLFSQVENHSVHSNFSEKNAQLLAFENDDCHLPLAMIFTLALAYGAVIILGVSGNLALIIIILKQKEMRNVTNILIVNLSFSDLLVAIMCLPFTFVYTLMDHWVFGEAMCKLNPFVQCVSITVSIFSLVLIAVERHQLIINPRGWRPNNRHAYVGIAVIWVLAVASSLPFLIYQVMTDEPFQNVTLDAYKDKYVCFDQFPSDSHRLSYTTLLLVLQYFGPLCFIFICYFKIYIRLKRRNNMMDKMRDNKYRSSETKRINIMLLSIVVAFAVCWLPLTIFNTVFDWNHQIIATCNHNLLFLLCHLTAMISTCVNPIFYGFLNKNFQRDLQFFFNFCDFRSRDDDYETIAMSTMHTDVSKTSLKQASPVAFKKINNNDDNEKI
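Material: Y1- and CNG-channel-expressing HEK293 cells / Probe or stimulus: NPY 25 nM then isoproterenol 1 µM plus Ro 20-1724 25 µM / Doses: 3.6 µM single dose, DMSO 0.4% / Schedule: compound incubation 1 h at room temperature, readout 45 min post-stimulation / Signal: membrane potential fluorescence / Benchmarks: isoproterenol-only wells as full block versus NPY-plus-isoproterenol wells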
14-3-3 Bad PPI: disrupts binding of bovine 14-3-3 zeta to phospho-Bad peptide | TR-FRET 14-3-3zeta/Dy647-pBad peptide displacement, 1 h | inhibition, % at 21.7 µM | 220,000 tested, 0.71% active | AID 781;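 active = inhibition above about 70%, limit read from the data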;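 also: 0% = full 14-3-3 plus peptide FRET controls and 100% = background without 14-3-3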
TRPN1 ag: zebrafish TRPN1 (NompC) channel agonism. HEK293 zebrafish TRPN1-YFP, Fluo-8 calcium fluorescence; 100% = response to 87 µM carbachol. AID 1424. activation, % at 3 µM. 220,000 tested, 0.18% active;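 active = activation above its plate's cutoff, the mean activation of test wells on that plate plus 3 SD, cut at about 19% in these data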;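 also: 0% = DMSO alone and 100% = 87 µM carbachol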
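Material: zebrafish TRPN1-YFP in HEK293 cells. Doses: one dose of 3 µM, 0.3% DMSO. Incubation: dye 1 h 37 °C plus 30 min RT. Measured by: intracellular calcium fluorescence with Fluo-8.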
EP2 antag: inhibitors of human EP2 prostaglandin E2 receptor; P43116; C6 glioma cells expressing human EP2, cAMP TR-FRET; cells stimulated with saturating PGE2; inhibition, % at 25 µM; 260,000 tested, 0.52% active;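 active = percent inhibition above 40 after rounding to a whole number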;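 also: rat C6 glioma host cells with rolipram phosphodiesterase inhibitor present; the protocol text gives 20 µM as final concentration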
Target sequence (P43116 whole entry, looked up): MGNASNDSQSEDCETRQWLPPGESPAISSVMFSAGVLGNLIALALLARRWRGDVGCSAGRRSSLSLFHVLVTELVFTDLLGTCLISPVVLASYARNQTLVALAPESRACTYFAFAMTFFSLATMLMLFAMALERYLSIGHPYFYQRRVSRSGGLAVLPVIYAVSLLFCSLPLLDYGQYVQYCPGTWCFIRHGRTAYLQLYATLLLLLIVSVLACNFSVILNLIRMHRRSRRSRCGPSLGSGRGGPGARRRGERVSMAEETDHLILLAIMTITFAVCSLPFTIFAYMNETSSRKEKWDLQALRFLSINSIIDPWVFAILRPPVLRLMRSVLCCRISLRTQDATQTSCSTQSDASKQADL
TRPML3 ag: activates the human TRPML3 channel; Q8TDD5; HEK293 TRPML3-YFP, Fluo-8 calcium fluorescence; 100% = the carbachol control signal; activation, % at 3 µM; 220,000 tested, 0.29% active;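 active = activation above its plate's cutoff, the mean activation of the plate's test wells plus 3 SD, cut at about 12% in these data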;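 also: 0% = DMSO only wells and 100% = carbachol wells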
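Material: HEK293 cells stably carrying human TRPML3-YFP; compound dosing: single dose, 3 µM final nominal compound, 0.3% DMSO final; incubation: 1-h 37 °C dye load, 5-s basal, 120-s post-compound reads; technique: Fluo-8 intracellular calcium fluorescence, excitation 470-495 nm, emission 515-575 nm; read-out basis: percent activation from peak-to-basal fluorescence ratio, scaled between DMSO and carbachol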
NPY1 pot ag: potentiators or agonists of human neuropeptide Y receptor Y1; NPY-Y1 expressing cells, potentiator/agonist activation; 220,000 tested, 0.37% active; activation, % at 3.6 µM; P25929; in the data active = activation above about 33%, passing the limit was not always enough;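 also: cells stimulated with NPY at EC10 then isoproterenol at EC100; 0% = low agonist plus stimulus and 100% = saturating agonist plus stimulus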
EP2 mod: modulators of human EP2 prostaglandin E2 receptor; P43116; EP2-expressing cells, cAMP HTRF FRET, PGE2 co-stimulation; induction, % at 25 µM; 260,000 tested, 0.83% active;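 active = compounds whose cAMP rise, as percent of the full-agonist control response, exceeds 60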;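 also: rat C6 glioma line stably carrying human EP2 under a CMV promoter; the protocol text gives 20 µM as final concentration; 100% = response of wells given 1 µM PGE2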
PPC-1+TRAIL kill: compounds killing PPC-1 cancer cells with TRAIL present (potentiator screen, no TRAIL-free arm) | PPC-1 cells + TRAIL, ATPLite viability luminescence | cell killing (% activity), % at 4 µM | 220,000 tested, 0.41% active;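 active = cell killing above 50% in the first pass at 4 µM, then a duplicate retest at 5 µM averaging 50% or more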;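 also: plate controls were cells with TRAIL plus DMSO for no effect and medium-only wells lacking cells for full effect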
* = called active by the depositor; / = not tested or not shown; & = joins results of further samples; [ ] = another dose, or the depositor's remark. This is a subset; count on the stated rates, not on these rows.

| entry | SMILES | CHOP inh | NPY Y1 blocker | 14-3-3 Bad PPI | TRPN1 ag | EP2 antag | TRPML3 ag | NPY1 pot ag | EP2 mod | PPC-1+TRAIL kill |
| --- | --- | --- | --- | --- | --- | --- | --- | --- | --- | --- |
| 1 | CN1CCc2nc(SCc3ccccc3Br)c(C#N)cc2C1 | 41.6 | 4.3 | -6.8 | -0.6 | 15.7 | 0.0 | 7.7 | -3.6 | 9.8 |
| 2 | CN(C)c1nc(N(C)C)nc(N(C#N)CCCl)n1 | -7.1 | 0.4 | -2.3 | 3.0 | 14.3&2.2 | 1.1 | -18.2 | -35.1&-21.0 | 12.2 |
| 3 | O=C1CSC2(CN3CCC2CC3)N1 (configuration not stated) | 36.6 | 3.4 | 26.1[fluorescence artefact?] | -0.4 | / | 1.1 | 0.0 | 15.9 | 17.8 |
| 4 | O=P(Nc1cccnc1)(Oc1ccccc1Cl)Oc1ccccc1Cl | 39.6 | -1.3 | 0.6[fluorescence artefact?] | -0.2 | 5.0 | -0.4 | 9.7 | 57.9 | 7.7 |
| 5 | C[C@@H]1C2C[C@@]34COC(=O)C3=CC=C[C@H]4[C@@]13C[C@H](c1ccoc1)O[C@@H]3O2 | 5.3 | 3.5 | -11.3 | 0.6 | 8.9 | 0.3 | 9.2 | 1.2 | 25.1 |
| 6 | COc1cc([C@@H]2c3cc4c(cc3[C@@H](OC)[C@H]3COC(=O)[C@H]23)OCO4)cc(OC)c1O | -1.9 | / | -4.1 | / | 4.4 | / | / | -0.8 | 11.7 |
| 7 | Cc1cc(OC(=O)N(C)C)n(-c2ccccc2)n1 | 7.1 | / | -4.0 | 0.6 | 11.9 | 0.9 | 7.0 | 3.2 | -2.9 |
| 8 | Cc1ccccc1NC1=NCC(C)S1 (configuration not stated) | -8.8 | 0.2 | 6.4 | 0.6 | 4.5 | 0.4 | 23.6 | 19.6 | -2.9 |
| 9 | CC1CCCC(NC(=O)COC(=O)Cc2ccccc2)C1C (configuration not stated) | -7.3 | -1.6 | -9.9[fluorescence artefact?] | -1.0 | 6.5 | 0.5 | 10.5 | -61.0 | 10.0 |
| 10 | COc1cc(CC2C(=O)N(C)C(=O)N(C)C2=O)ccc1OCc1ccccc1 | 6.2 | 2.1 | 7.8[fluorescence artefact?] | 1.2 | 7.5 | 0.0 | 2.1 | 14.7 | 1.3 |
| 11 | O=C1NC(=O)N(c2ccc3c(c2)OCO3)C(=O)/C1=C/c1cccs1 | 106.4* | 3.1 | -0.8 | -0.2 | 92.1* | 0.7 | 6.3 | -84.2 | 2.7 |
| 12 | CCN1CCN(Cc2cc(Br)cc(Br)c2O)CC1 | 11.3 | 8.4 | 77.8* | -1.2 | 11.4 | 1.0 | -9.0 | -8.1 | 5.3 |

One compound at a time, as listed above. Order of screens: CHOP inh, NPY Y1 blocker, 14-3-3 Bad PPI, TRPN1 ag, EP2 antag, TRPML3 ag, NPY1 pot ag, EP2 mod, PPC-1+TRAIL kill
O=C1CSC2(CN3CCC2CC3)N1 (configuration not stated) is entered as 36.6, 3.4, 26.1[fluorescence artefact?], -0.4, /, 1.1, 0.0, 15.9, 17.8
Cc1cc(OC(=O)N(C)C)n(-c2ccccc2)n1 is entered as 7.1, /, -4.0, 0.6, 11.9, 0.9, 7.0, 3.2, -2.9
COc1cc([C@@H]2c3cc4c(cc3[C@@H](OC)[C@H]3COC(=O)[C@H]23)OCO4)cc(OC)c1O is entered as -1.9, /, -4.1, /, 4.4, /, /, -0.8, 11.7
CC1CCCC(NC(=O)COC(=O)Cc2ccccc2)C1C (configuration not stated) is entered as -7.3, -1.6, -9.9[fluorescence artefact?], -1.0, 6.5, 0.5, 10.5, -61.0, 10.0
COc1cc(CC2C(=O)N(C)C(=O)N(C)C2=O)ccc1OCc1ccccc1 is entered as 6.2, 2.1, 7.8[fluorescence artefact?], 1.2, 7.5, 0.0, 2.1, 14.7, 1.3

A run of entries of the results above, as a working copy:
| entry | SMILES | CHOP inh | NPY Y1 blocker | 14-3-3 Bad PPI | TRPN1 ag | EP2 antag | TRPML3 ag | NPY1 pot ag | EP2 mod | PPC-1+TRAIL kill |
| --- | --- | --- | --- | --- | --- | --- | --- | --- | --- | --- |
| 1 | CN1CCc2nc(SCc3ccccc3Br)c(C#N)cc2C1 | 41.6 | 4.3 | -6.8 | -0.6 | 15.7 | 0.0 | 7.7 | -3.6 | 9.8 |
| 2 | CN(C)c1nc(N(C)C)nc(N(C#N)CCCl)n1 | -7.1 | 0.4 | -2.3 | 3.0 | 14.3&2.2 | 1.1 | -18.2 | -35.1&-21.0 | 12.2 |

Continued:
| entry | SMILES | CHOP inh | NPY Y1 blocker | 14-3-3 Bad PPI | TRPN1 ag | EP2 antag | TRPML3 ag | NPY1 pot ag | EP2 mod | PPC-1+TRAIL kill |
| --- | --- | --- | --- | --- | --- | --- | --- | --- | --- | --- |
| 13 | COc1ccc(CC2(CCc3ccncc3)C(=O)NC(=O)NC2=O)cc1 | -0.1 | -2.4 | -6.7 | 0.9 | 7.6 | 0.0 | 13.7 | -3.2 | / |
| 14 | COc1ccc(C(O)P(=O)(OC(C)C)OC(C)C)cc1 (configuration not stated) | -0.8 | / | -1.2 | 0.7 | 6.9 | -0.1 | 5.1 | 18.1 | 9.6 |
| 15 | CN(C)CCn1cnc2ccccc21 | -19.9 | / | 3.7 | 0.8 | 4.0 | 0.5 | -3.7 | -33.6 | 20.5 |
| 16 | O=C(CCCCCn1c(=S)[nH]c2ccccc2c1=O)N1CCC2(CC1)OCCO2 | -4.1 | 4.2 | -18.5 | 1.5 | 6.8 | 0.2 | -6.6 | -23.7 | -13.3 |
| 17 | COc1ccc(C(O)c2ccccc2OP(=O)(N(C)C)N(C)C)cc1 (configuration not stated) | 6.5 | -1.0 | -5.3 | 0.1 | 8.0 | 0.8 | -7.1 | 17.3 | 12.6 |
| 18 | CN(C)CC#CCn1c2ccccc2c2ccccc21 | 2.3 | / | 5.8 | 0.9 | 8.2 | 0.5 | -22.2 | 9.6 | 5.9 |
| 19 | Brc1ccc(CN2CCNCC2)s1 | 70.8* | 6.4 | -9.4 | 1.9 | 13.9 | 0.6 | 3.4 | 15.7 | -8.4 |
| 20 | COc1cc(C)cc(CN2CC=C(c3ccccc3)CC2)c1O | 25.8 | 5.8 | -10.0 | 0.2 | 3.5 | 0.2 | -8.3 | 10.3 | -9.9 |
| 21 | CCc1nnc(NS(=O)(=O)c2ccc(N=Cc3c(O)n(-c4ccccc4)c(=O)[nH]c3=O)cc2)s1 | 15.1 | 12.6 | 1.2 | 1.0 | 6.8 | -0.4 | -11.3 | 13.7 | 14.7 |
| 22 | O=C(O)c1ccccc1N=Nc1c(O)[nH]c(=O)[nH]c1=O | 4.6 | / | 1.9 | 1.2 | 5.8 | 1.0 | -12.6 | 9.4 | 1.5 |
| 23 | Cc1c2cnn(CC(=O)N3CCC4(CC3)OCCO4)c(=O)c2c(C)n1Cc1ccc(F)cc1 | 8.8 | 3.5 | -3.5[fluorescence artefact?] | 2.0 | 14.7 | 0.5 | -4.7 | 13.7 | 13.8 |
| 24 | O=C1CCCN1c1ccc(S(=O)(=O)O)cc1 (tested in a mixture with another compound) | 14.6 | -0.3 | 9.6 | 0.7 | 5.6 | 0.9 | 18.3 | 16.0 | 6.7 |
| 25 | CC1(C)CC(n2[nH]c(=O)c3c2NC(=O)CSC3c2ccccc2)CCO1 (configuration not stated) | 5.3 | 3.9 | -16.1 | -0.7 | 8.3 | 0.0 | -7.8 | -9.0 | -1.6 |
| 26 | C1=C(c2c[nH]c3ccccc23)CCN(Cc2ccccc2)C1 | 27.0 | -4.0 | -7.1 | -0.3 | 5.1 | 1.4 | 6.5 | -80.5 | 28.5 |
| 27 | COc1cc(C(CN)CC(=O)O)ccc1O (configuration not stated) | -1.4 | / | 4.5 | 0.9 | 7.1 | -0.1 | -5.5 | -11.1 | 10.9 |
| 28 | Cc1ccc(S(=O)(=O)N2CCCC(C(=O)N3CCC4(CC3)OCCO4)C2)cc1 (configuration not stated) | 4.6 | 3.7 | -0.4 | 1.4 | 2.5 | 0.2 | 20.8 | 11.4 | 30.5 |

Reprinted at random: 2 entries already listed, in no set order.
| entry | SMILES | CHOP inh | NPY Y1 blocker | 14-3-3 Bad PPI | TRPN1 ag | EP2 antag | TRPML3 ag | NPY1 pot ag | EP2 mod | PPC-1+TRAIL kill |
| --- | --- | --- | --- | --- | --- | --- | --- | --- | --- | --- |
| 23 | Cc1c2cnn(CC(=O)N3CCC4(CC3)OCCO4)c(=O)c2c(C)n1Cc1ccc(F)cc1 | 8.8 | 3.5 | -3.5[fluorescence artefact?] | 2.0 | 14.7 | 0.5 | -4.7 | 13.7 | 13.8 |
| 4 | O=P(Nc1cccnc1)(Oc1ccccc1Cl)Oc1ccccc1Cl | 39.6 | -1.3 | 0.6[fluorescence artefact?] | -0.2 | 5.0 | -0.4 | 9.7 | 57.9 | 7.7 |

Source: PubChem
